eLon inh – inhibits E. coli Lon protease | P0A9M0 | 0.42% of 360,000 active | purified E. coli Lon protease, fluorescence polarization | AID 602123 | inhibition, % at 7.94 µM; in the data active means inhibition above about 13%, passing the limit was not always enough;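 further: 0% = enzyme with probe and DMSO and 100% = no enzyme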
bovine MsrA act – activates bovine MsrA enzyme; purified bovine MsrA, absorbance read-out; activation, % at 10.6 µM; 0.3% of 360,000 active; in the data active means activation above about 7.5%;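 further: 0% = vehicle and 100% = reference activator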
FAS-TE inh – FAS thioesterase (human) inhibition; P49327; recombinant FAS-TE, OMFH fluorogenic substrate, fluorescence endpoint; inhibition, % at 15 µM; 0.67% of 360,000 active; AID 602261;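 active means compounds whose normalised, plate-corrected inhibition of enzyme fluorescence in the single-dose primary screen is 50% or more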;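 further: 0% = DMSO with enzyme and 100% = substrate without enzyme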
Target sequence (P49327 whole entry, looked up): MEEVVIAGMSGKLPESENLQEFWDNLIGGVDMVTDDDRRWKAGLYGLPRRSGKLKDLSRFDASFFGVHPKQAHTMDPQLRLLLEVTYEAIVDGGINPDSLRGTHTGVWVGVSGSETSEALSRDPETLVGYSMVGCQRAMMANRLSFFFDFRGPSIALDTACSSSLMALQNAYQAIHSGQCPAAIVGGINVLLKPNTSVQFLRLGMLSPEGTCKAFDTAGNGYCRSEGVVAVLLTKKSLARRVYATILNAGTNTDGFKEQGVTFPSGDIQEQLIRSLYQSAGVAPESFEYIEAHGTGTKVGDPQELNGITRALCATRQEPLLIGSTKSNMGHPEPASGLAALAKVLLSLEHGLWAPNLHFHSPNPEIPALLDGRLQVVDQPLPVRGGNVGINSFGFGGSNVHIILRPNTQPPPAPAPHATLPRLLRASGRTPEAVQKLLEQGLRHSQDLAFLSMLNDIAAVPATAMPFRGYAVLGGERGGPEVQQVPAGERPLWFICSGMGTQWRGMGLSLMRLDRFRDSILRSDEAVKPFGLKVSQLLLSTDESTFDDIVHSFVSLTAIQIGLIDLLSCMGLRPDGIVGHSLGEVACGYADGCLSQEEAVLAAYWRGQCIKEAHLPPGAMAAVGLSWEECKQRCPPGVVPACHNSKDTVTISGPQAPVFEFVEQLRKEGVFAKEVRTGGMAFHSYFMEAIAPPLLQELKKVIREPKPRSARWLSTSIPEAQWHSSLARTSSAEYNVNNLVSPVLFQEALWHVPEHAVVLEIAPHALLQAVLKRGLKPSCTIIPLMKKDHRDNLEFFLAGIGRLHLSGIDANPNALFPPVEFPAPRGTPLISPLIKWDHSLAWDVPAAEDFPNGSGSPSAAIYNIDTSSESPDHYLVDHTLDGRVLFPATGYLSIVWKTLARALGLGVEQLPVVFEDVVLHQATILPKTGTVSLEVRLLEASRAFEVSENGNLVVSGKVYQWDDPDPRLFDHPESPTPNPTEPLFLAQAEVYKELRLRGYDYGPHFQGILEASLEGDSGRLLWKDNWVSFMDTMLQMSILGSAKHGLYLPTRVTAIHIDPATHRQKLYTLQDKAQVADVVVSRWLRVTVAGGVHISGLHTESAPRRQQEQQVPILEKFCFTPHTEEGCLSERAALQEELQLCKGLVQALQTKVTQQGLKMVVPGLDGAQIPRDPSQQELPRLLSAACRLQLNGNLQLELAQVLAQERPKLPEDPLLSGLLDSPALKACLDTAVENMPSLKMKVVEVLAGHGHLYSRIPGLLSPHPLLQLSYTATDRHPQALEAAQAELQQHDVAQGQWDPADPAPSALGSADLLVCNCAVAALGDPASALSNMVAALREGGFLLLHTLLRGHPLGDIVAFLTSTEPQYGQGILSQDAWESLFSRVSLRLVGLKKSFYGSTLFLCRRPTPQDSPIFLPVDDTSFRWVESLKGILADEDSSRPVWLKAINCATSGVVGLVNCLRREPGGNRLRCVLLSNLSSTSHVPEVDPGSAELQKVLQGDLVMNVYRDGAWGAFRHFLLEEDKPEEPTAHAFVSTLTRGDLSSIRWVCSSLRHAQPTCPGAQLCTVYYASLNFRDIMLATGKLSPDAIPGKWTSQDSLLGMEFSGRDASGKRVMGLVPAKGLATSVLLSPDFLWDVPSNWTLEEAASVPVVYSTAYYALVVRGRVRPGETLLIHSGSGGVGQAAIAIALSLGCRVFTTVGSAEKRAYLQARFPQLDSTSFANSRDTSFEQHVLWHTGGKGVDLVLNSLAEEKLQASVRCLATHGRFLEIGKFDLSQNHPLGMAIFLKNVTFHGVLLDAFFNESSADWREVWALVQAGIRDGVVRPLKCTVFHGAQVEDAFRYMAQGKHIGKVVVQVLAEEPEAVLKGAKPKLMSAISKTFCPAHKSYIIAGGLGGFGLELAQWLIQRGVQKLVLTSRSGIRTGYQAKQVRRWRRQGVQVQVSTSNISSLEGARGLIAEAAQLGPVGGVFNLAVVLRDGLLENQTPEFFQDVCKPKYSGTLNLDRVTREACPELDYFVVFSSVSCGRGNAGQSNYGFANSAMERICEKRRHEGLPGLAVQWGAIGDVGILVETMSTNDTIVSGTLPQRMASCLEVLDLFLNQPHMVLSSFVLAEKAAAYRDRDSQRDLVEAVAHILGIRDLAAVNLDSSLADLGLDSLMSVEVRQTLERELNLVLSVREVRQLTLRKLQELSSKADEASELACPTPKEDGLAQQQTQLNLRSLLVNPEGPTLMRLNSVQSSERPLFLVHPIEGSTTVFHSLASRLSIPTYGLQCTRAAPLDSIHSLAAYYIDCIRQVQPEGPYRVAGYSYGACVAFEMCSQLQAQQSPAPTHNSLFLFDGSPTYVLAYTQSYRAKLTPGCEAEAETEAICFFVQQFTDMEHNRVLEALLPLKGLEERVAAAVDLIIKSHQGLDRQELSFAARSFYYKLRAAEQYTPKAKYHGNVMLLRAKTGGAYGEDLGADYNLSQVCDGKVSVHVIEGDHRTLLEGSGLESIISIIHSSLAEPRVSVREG
SKN-1 block – C. elegans SKN-1 inhibition. C. elegans VP596 Pgst-4::GFP/RFP ratio, acrylamide-induced, 24 h. inhibition, % at 21.8 µM. 0.49% of 360,000 active. AID 624304;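 active means interference check ratio from 0.5 to 1.5 plus GFP to RFP signal ratio inhibition reaching or exceeding a fixed threshold, cut at about 30% in these data, passing the limit was not always enough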; further: some compounds called inactive have numbers as strong as hits
MT1-MMP act inh – MT1-MMP (human) activation inhibition | GFP/RFP ratio change, % at 20 µM | HT1080 RFP-PRO-GFP cells, GFP/RFP ratio fluorescence, overnight; percent of plate control window, DMSO zero | 0.061% of 360,000 active;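 active means GFP/RFP ratio change of at least 30% with cell ATP level not reduced by more than half and red fluorescence within 50% of control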; further: strong numbers were not always called active
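Compound: 20 µM single dose, 1% DMSO / System: HT1080 RFP-PRO-GFP cells / Controls: DMSO and RFP-L50D-GFP cell wells / Read-out basis: GFP/RFP fluorescence ratio / Schedule: overnight compound exposure at 37 °C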
Tb MetRS inh – Trypanosoma brucei MetRS inhibition; purified T. brucei MetRS, ATP depletion, Kinase-Glo luminescence; inhibition, % at 11.9 µM; 0.4% of 360,000 active;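 active means inhibition above a per-plate cutoff of the control wells' mean inhibition plus 3 SD, cut at about 5.5% in these data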;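 further: 0% = DMSO wells median and 100% = median of wells with control inhibitor compound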
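Material: parasite MetRS enzyme / Replication: singlicate, one well per compound / Signal: luminescence of leftover ATP / Schedule: 2 h aminoacylation at 25 °C after 15 min preincubation / Medium: HEPES-MgCl2-KCl buffer plus DTT, spermine, BSA, pyrophosphatase / Doses: 11.9 µM single point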
MsrA inh – bovine MsrA inhibition | AID 651718 | inhibition, % at 15.5 µM | purified bovine MsrA, absorbance read-out | 0.75% of 360,000 active; in the data active means inhibition above about 4.5%;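 further: 0% = vehicle wells with enzyme and 100% = reference inhibitor wells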
PABP1 MLLE inh – inhibitors of microRNA-mediated deadenylation, human PABP1 MLLE binding | AID 588489 | GST-MLLE / FITC-PAM2 fluorescence polarization | 0.36% of 360,000 active | inhibition, % at 20 µM | P11940; in the data active means inhibition above about 35%, passing the limit was not always enough;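 further: plate controls were DMSO wells with GST-MLLE for no effect and wells lacking GST-MLLE protein for full effect; some results filed as inactive read as strong as hits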
CendR NRP1 mod – alters CendR peptide binding to human NRP-1; FAM-RPARPAR peptide binding to NRP-1, fluorescence polarization; 0.85% of 360,000 active; inhibition, % at 25 µM; AID 602438; O14786;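 active means inhibition or corrected inhibition above about 18%, plus a signal ratio from 0.5 to 1.5, limit read from the data, passing the limit was not always enough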; further: strong numbers were not always called active
Starred values were filed as active, the others as inactive; . = not tested or not shown.

SMILES	eLon inh	bovine MsrA act	FAS-TE inh	SKN-1 block	MT1-MMP act inh	Tb MetRS inh	MsrA inh	PABP1 MLLE inh	CendR NRP1 mod
O=S(=O)(/N=C(/Nc1ccc(Cl)cc1Cl)c1ccccc1)c1cccs1	-5.7	-0.4	3.3	-0.9	2.4	0.0	0.7	-4.8	10.2
CC1CCN(S(=O)(=O)c2nnc(NC(=O)c3ccccc3Br)s2)CC1	-2.2	-6.8	0.2	2.3	4.3	-0.8	-0.2	-13.6	-7.1
COc1ccc(C2CC(c3cccc(OC)c3)n3nc(N)nc3N2)cc1 (stereo not given)	-2.9	-1.3	-1.2	-8.8	-1.8	-0.5	0.7	-14.4	4.1
CCCCCCCCN1C(=O)[C@H](CC(=O)NCCCC)C[C@@]2(C(=O)OC)CCCCC=C12	-1.1	-0.3	7.0	-5.8	1.3	-0.7	0.1	.	3.0
CC1(C)C[C@@H]2C[C@@](C)(CN2C(=O)c2cc(COc3cccc(C(F)(F)F)c3)on2)C1	-1.8	-3.2	20.5	-4.4	0.2	-0.2	0.4	10.3	16.9
CSc1ccccc1OCc1cc(C(=O)N(C)C(C)c2nc(C)cs2)no1 (stereo not given)	-3.3	1.2	4.9	7.3	0.7	0.3	1.5	4.0	3.1
COc1ccc(N2C(=O)c3cccc4cccc(c34)C2=O)nn1	5.8	-7.2	-6.7	6.3	-2.7	-0.3	2.8	11.2	-1.6
Cc1ccc(S(=O)(=O)/N=C(/Nc2ccc3[nH]c(=O)[nH]c3c2)c2ccc(F)cc2)cc1	0.6	-1.1	-9.7	17.6	3.2	-0.5	-0.1	7.6	11.1
CCOC(=O)c1ccc(NC(=O)c2cnccn2)cc1	-0.7	0.1	-1.6	12.7	1.5	-0.8	1.4	7.5	0.1
COC(=O)c1[nH]c2cc(C)ccc2c1NC(=O)CN1CCOCC1	7.1	-0.4	-4.9	-7.6	0.4	0.4	1.1	-5.4	2.2

Look-ups from the results shown:
Reading for COc1ccc(N2C(=O)c3cccc4cccc(c34)C2=O)nn1 in Tb MetRS inh: -0.3
Reading for Cc1ccc(S(=O)(=O)/N=C(/Nc2ccc3[nH]c(=O)[nH]c3c2)c2ccc(F)cc2)cc1 in PABP1 MLLE inh: 7.6
Reading for CCCCCCCCN1C(=O)[C@H](CC(=O)NCCCC)C[C@@]2(C(=O)OC)CCCCC=C12 in eLon inh: -1.1

Other entries follow.
SMILES	eLon inh	bovine MsrA act	FAS-TE inh	SKN-1 block	MT1-MMP act inh	Tb MetRS inh	MsrA inh	PABP1 MLLE inh	CendR NRP1 mod
COC(=O)c1ccc(NC(=O)CSc2nnc(C(C)NC(=O)c3ccccc3Cl)n2C)cc1 (stereo not given)	-0.6	-1.6	-7.9	7.1	3.3	-0.1	1.8	-13.4	4.2
COc1ccc(Br)cc1/C=C/C(=O)NC(=S)Nc1ccc(Cl)c(C(=O)O)c1	3.3	-2.9	0.9	2.7	-1.2	0.4	0.3	31.6	-71.4
COc1ccccc1NC(=O)c1ccc(Cl)c(S(=O)(=O)N2CCCCC2)c1	-1.0	-6.7	18.8	4.0	6.8	0.0	1.9	3.7	7.1
Cc1ccc2nc(N(CCCN(C)C)C(=O)c3ccco3)sc2c1	3.7	1.1	-3.7	8.3	4.2	0.0	0.1	2.4	16.4
COc1ccc(-c2nnc(SCc3cc(C)cc(C)c3)o2)cc1	0.8	2.7	26.1	15.9	2.6	-0.3	0.6	-13.5	-0.2
O=C(CCS(=O)(=O)c1ccccc1)Nc1nc(-c2ccc(F)cc2)cs1	4.6	-6.9	-1.6	-5.9	18.1	-0.9	0.4	5.2	6.5
O=C(NN1CCOCC1)c1ccccc1NS(=O)(=O)c1ccc(F)cc1F	-2.1	-3.8	-12.9	-18.4	-4.6	-0.3	0.3	7.3	1.3
Cc1ccccc1C(=O)N1CCC(C(=O)OCc2nc(N)nc(Nc3ccccc3)n2)CC1	-1.4	-1.9	-7.1	2.4	4.3	-0.4	-0.6	-14.2	-10.6
Cc1ccc(S(=O)(=O)CCC(=O)NC2CCCC2)cc1	-4.3	-2.7	-10.1	16.8	-0.4	-0.1	0.4	-8.8	9.1
CN(Cc1cccs1)S(=O)(=O)c1ccc(Cl)cc1F	-10.0	2.9	13.6	18.0	1.0	-0.2	0.4	5.1	9.8
COc1ccc(-c2noc(CCC(=O)NCC3CCCO3)n2)cc1 (stereo not given)	9.3	-4.5	-5.7	-10.4	-3.0	-0.4	-0.6	2.0	5.1
CC(C)(C)n1ncc2c(=O)n(CC(=O)c3ccccc3)cnc21	1.6	1.4	-0.4	11.1	0.6	-0.7	0.3	-4.5	7.6
CCCN(CCC)S(=O)(=O)c1ccc(C(=O)Nc2nc(-c3ccccc3)c(C(=O)OCC)s2)cc1	-4.6	-2.6	26.5	5.0	-5.5	0.4	-0.6	11.8	-6.4
C=Cc1ccc2c(c1)N(C)C(=C)S2	-0.3	-2.9	-6.2	0.9	-4.1	0.7	0.5	-10.9	8.0
O=C(NCCCN1CCOCC1)c1cc(-c2ccc(O)cc2)on1	2.9	-1.4	-6.6	-2.4	4.6	-1.0	0.9	4.4	4.6
COc1cc(C(=O)N2CCC(n3cnc4cc(F)ccc43)CC2)cc(OC)c1OC	-2.4	-6.4	-7.3	14.5	-3.1	-0.3	-1.4	0.9	-2.1
Cc1cc(F)ccc1NC(=S)NCCc1ccccc1	3.2	-7.4	2.0	13.2	2.5	-0.3	-0.5	13.9	-0.8
CCCCC1(CCCC)NC(=S)N(Nc2ccc(C)cc2)C1=O	-7.6	-2.7	-0.8	9.0	6.1	-0.5	2.2	-113.2	1.6
CCOC(=O)C1CCCN(CC(O)COC(c2ccccc2)c2ccccc2)C1 (stereo not given)	7.5	-2.5	-0.3	-0.8	0.0	-0.6	0.2	-13.4	4.6
Oc1ccc(N2CCN(C(=S)NCCc3ccccc3)CC2)cc1	0.0	-6.1	1.2	26.3	-1.0	0.0	-0.3	-88.5	12.7
Cc1ccc(C(=O)Nc2nnc(NC(=S)Nc3ccccc3)s2)cc1	4.2	-1.4	5.3	-8.7	5.8	-0.2	0.6	33.4	-7.9
O=C1NC(=O)/C(=C\c2ccc(OCc3cnc(Cl)s3)cc2)S1	3.1	0.6	8.2	-2.3	-1.7	1.2	3.4	4.3	-1.1
CC(C)Oc1ccc(CNC(=O)Cn2c(=O)oc3ccccc32)cc1	-8.9	-1.5	-0.3	8.3	-3.4	0.1	-0.7	-6.2	10.7
O=c1[nH]c2cc3c(cc2cc1C(c1nnnn1C1CCCC1)N1CCCc2ccccc21)OCCO3 (stereo not given)	-9.7	-4.7	8.8	14.2	-5.2	-0.3	-1.0	-6.5	4.6
CCCn1c(SCC(N)=O)nnc1-c1ccco1	0.9	-9.8	-7.1	-12.1	-9.6	-0.4	0.3	5.2	-2.0
COc1ccc(CN(C)CC(=O)NC(=O)NCc2ccccc2)cc1OC	-11.5	0.2	-11.5	-9.7	-0.2	-0.1	1.3	-9.4	-3.8
Cn1ccnc1C(=O)c1cc(=O)c2ccccc2o1	0.0	-3.5	-3.6	-2.4	2.0	-0.7	-0.2	4.9	-0.3
Cc1cc(C)c2c(c1)cc(C)c1nnc(SCC(=O)Nc3ccc(S(=O)(=O)N4CCCCC4)cc3)n12	-4.7	-3.4	18.1	3.1	-0.6	0.1	-0.3	1.9	-4.5
CN(C)C(=O)CCC(=O)N1CCCCC1C(=O)Nc1ccc(Oc2ccccc2F)cc1 (stereo not given)	7.7	-11.0	-1.5	19.4	.	-1.2	0.3	0.7	1.3
CCOc1ccc(C(C#N)N2CCOCC2)cc1OC (stereo not given)	-8.8	-3.7	-2.5	-4.1	7.5	0.0	1.2	11.9	-1.7
C[C@H]1CCCCO[C@H](CN(C)Cc2ccc(C(=O)O)cc2)[C@@H](C)CN([C@@H](C)CO)C(=O)c2cc(NS(=O)(=O)c3cn(C)cn3)ccc2O1	-5.8	-4.0	-6.4	-0.6	0.2	-0.9	1.0	-56.0	2.0
COc1cccc(NC(=O)COC(=O)c2ccc(F)cc2F)c1	-7.3	-3.8	1.7	8.8	-1.7	-0.4	0.1	-2.2	3.3
Cc1oc2c(C)c(O)ccc2c(=O)c1N1C(=O)c2ccccc2C1=O	-5.7	-5.7	-12.7	0.0	2.5	0.2	0.3	-7.5	2.2
CCCCOc1ccc(N2C(=O)CC(N(CCc3ccccc3)C(=O)/C=C/C(=O)O)C2=O)cc1 (stereo not given)	-2.6	-9.3	-7.6	-1.3	6.2	-0.3	-0.1	5.8	-2.5
NS(=O)(=O)c1ccc(CCNC(=O)c2cc3ccccc3oc2=O)cc1	0.4	-2.6	-4.7	5.8	-1.3	-1.6	0.3	-2.3	9.7
O=C(Nc1ccc2c(c1)OCCO2)C1CC(c2ccccc2Cl)=NO1 (stereo not given)	-1.5	-1.5	3.1	8.5	0.1	-0.1	-1.3	2.8	5.7
O=C1NC(=S)S/C1=C1\Sc2ccccc2N1CCCS(=O)(=O)O	-1.4	2.8	-2.1	13.4	-0.3	-0.3	0.1	26.9	-11.1
CS(=O)(=O)N(CC(=O)Nc1cccc([N+](=O)[O-])c1)c1ccccc1	4.4	-4.2	5.8	-7.6	-0.7	0.0	-0.8	-6.0	4.5
Cc1ccc(C(=O)CC2(O)C(=O)N(Cc3ccccc3Cl)c3ccccc32)o1 (stereo not given)	6.0	1.1	25.0	12.8	3.9	0.0	0.8	7.9	10.5
Cc1ccnc(NC(=O)CCC(=O)N(CC(=O)NCc2ccccc2)Cc2ccc(F)cc2)c1	2.1	-8.0	-1.3	5.1	1.2	-0.3	-1.6	6.3	-7.2

The list goes on (2 carried over from the part before).
SMILES	eLon inh	bovine MsrA act	FAS-TE inh	SKN-1 block	MT1-MMP act inh	Tb MetRS inh	MsrA inh	PABP1 MLLE inh	CendR NRP1 mod
Cc1ccc(C(=O)CC2(O)C(=O)N(Cc3ccccc3Cl)c3ccccc32)o1 (stereo not given)	6.0	1.1	25.0	12.8	3.9	0.0	0.8	7.9	10.5
Cc1ccnc(NC(=O)CCC(=O)N(CC(=O)NCc2ccccc2)Cc2ccc(F)cc2)c1	2.1	-8.0	-1.3	5.1	1.2	-0.3	-1.6	6.3	-7.2
CC[C@]12c3[nH]c4cc(CCC(=O)N(C)C)ccc4c3CCN1C(=O)[C@@H](CC(=O)NC(C)(C)C)C[C@@H]2C(=O)N1CCN(C(=O)c2ccco2)CC1	6.9	2.8	-9.8	4.6	8.0	-0.8	3.1	-0.8	0.0
O=[N+]([O-])c1ccc(C2CCCC/C2=N\OCc2cccc(F)c2)c([N+](=O)[O-])c1 (stereo not given)	7.0	-2.3	-17.6	13.8	-8.5	-0.4	1.9	6.2	-8.8
CSc1nccc(N2CCN(c3ccc(F)cc3)CC2)n1	-1.5	-1.1	14.1	2.0	1.2	-0.1	0.2	-1.6	-8.3
O=C(CSc1nnc(-c2c[nH]c3ccccc23)o1)N(Cc1ccccc1)c1ccc(F)cc1	12.7	-1.2	36.8	16.9	-29.7	1.8	.	-9.7	3.9
COc1ccc(CN2CCN(C(=O)c3ccc(S(=O)(=O)N4CCCCCC4)cc3)CC2)cc1	-10.2	0.0	7.3	-3.5	-1.8	-0.4	-0.6	10.2	-5.9
Cc1cc(Cn2nc(-c3ccccc3C)cc2C(=O)O)on1	1.6	-6.4	-11.2	-7.8	3.0	0.2	-1.1	10.9	13.9
Cc1ccccc1C(=O)N1CCC(C(=O)N2CCCc3ccccc32)CC1	-6.8	-1.3	-6.4	-8.3	0.9	-0.3	0.0	8.7	7.7
O=C(COc1ccccc1F)NNC(=O)c1cccc(-n2cccc2)c1	-7.2	-0.3	0.4	1.4	-3.9	-0.4	1.6	-6.7	7.3
